Screening results deposited in PubChem by Sanford-Burnham Center for Chemical Genomics.
ER stress death – ER stress cell death inhibition. CSM14.1 thapsigargin ER stress survival, ATP luminescence. relative survival (cellular ATP), % at 15 µg/mL (by protocol). 48,000 compounds, 0.33% hits. AID 1010;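 active means survival measured by cellular ATP above 50% at 15 µg/ml in the first screen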;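 further: cell death triggered by about 15 µM thapsigargin; ATP read 24 h after thapsigargin was added; plate controls were thapsigargin with DMSO for no effect and DMSO without thapsigargin for full effect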
Active calls of the source: *; & = joins results of further samples.

SMILES	ER stress death
Cc1ccc2c(c1)NC(c1ccc(C)o1)C1=C(CC(C)(C)CC1=O)N2 (stereo not drawn)	1.1
Cc1cc(C)c(C(=O)/C(=C/c2ccccc2)c2ccccc2)c(=O)[nH]1	7.2
CCOC(=O)/C=C1\NC(C)(C)Cc2cc(OC)c(OC)cc21	6.7
Cc1c(NC(=O)c2ccccc2[N+](=O)[O-])cccc1-c1nc2cc(Cl)ccc2o1	10.0
CCOC(=O)c1ccc(NC(=O)C(Cl)(Cl)Cl)cc1	8.9
Cc1ccc(C(=O)N/C(=C\c2cccc([N+](=O)[O-])c2)C(=O)N2CCCCC2)cc1	5.3
CCOC(=O)CCc1c(C)nc2cc(-c3ccc(I)cc3)[nH]n2c1=O	3.4
C=CCON1C(=O)C(=O)N(OCC=C)C2CCCCC21 (stereo not drawn)	5.6
O=C(c1ccccc1Br)N1CCN(c2ccc([N+](=O)[O-])cc2Cl)CC1	-2.9
COc1ccc(N(CC(=O)Nc2ccc(C(C)C)cc2)S(C)(=O)=O)c(OC)c1	9.9
CC1=C(C(=O)OCCc2ccccc2)C(c2ccccc2F)CC(=O)N1 (stereo not drawn)	1.8
CN(Cc1ccccc1)C1CC(=O)N(c2cc(Cl)cc(Cl)c2)C1=O (stereo not drawn)	2.4
COC(=O)c1c(-c2ccc(Br)cc2)csc1NC(=O)CCCC(=O)O	8.1
C/C(=N\Nc1nc(C)cc(-c2ccccc2)n1)c1ccccc1	5.7
CCc1cccc(C)c1NC(=O)COc1ccc(C)c(C)c1	6.5
Cc1nonc1NC1(O)C(=O)c2ccccc2C1=O	20.1
CCn1cc(C(=O)NN)c(=O)c2cc(F)c(N3CCCCCC3)cc21	-5.6
COc1ccc(C(=O)Nc2cc(C(=O)O)cc(C(=O)O)c2)cc1	9.6
COC(=O)CNC(c1ccccc1)c1cc(Br)ccc1NC(=O)CCCNC(=O)OCc1ccccc1 (stereo not drawn)	-1.0
CC(=O)NC12CC3(C)CC(C)(C1)CC(NC(C)=O)(C3)C2	4.7
O=C(NNC(=S)Nc1ccccc1)c1cccnc1	5.4
CCc1ccc(NC(=O)C2COc3ccccc3O2)cc1 (stereo not drawn)	2.9
CC(Cc1ccccc1)NC(=O)C1COc2ccccc2O1 (stereo not drawn)	8.3
CN(C)c1ccc(C(c2ccc(N(C)C)cc2)(c2ccc(N(C)C)cc2)C(F)(F)F)cc1	1.9

Reformatted as a markdown table: part of the list above.
| structure | ER stress death |
| --- | --- |
| COc1ccc(N(CC(=O)Nc2ccc(C(C)C)cc2)S(C)(=O)=O)c(OC)c1 | 9.9 |
| COC(=O)c1c(-c2ccc(Br)cc2)csc1NC(=O)CCCC(=O)O | 8.1 |
| CCc1cccc(C)c1NC(=O)COc1ccc(C)c(C)c1 | 6.5 |
| CN(C)c1ccc(C(c2ccc(N(C)C)cc2)(c2ccc(N(C)C)cc2)C(F)(F)F)cc1 | 1.9 |

Other entries.
SMILES	ER stress death
COc1ccc(/C=N/n2c(C)nnc2C)c(OC)c1OC	1.5
COc1cc(/C=N/O)ccc1OCc1ccc(Cl)cc1	1.8
Cc1cc(/C=N/NC(=O)CC#N)c(C)n1-c1ccc(Cl)cc1	-0.4
O=C(CSc1nc2sc3c(c2c(=O)n1-c1ccc(Cl)cc1)CCCC3)c1ccccc1	8.7
CC1CCN(C2=NC(=O)/C(=C/c3cccc4ccccc34)S2)CC1	-5.9
CN1CCOCCOCCN(C)C(=O)N2CCOCCOCCN(CCOCC2)C1=O	3.3
COc1cccc(C(=O)Nc2ccc(Br)cn2)c1	0.6
COC(=O)C1(CC(=O)C(C)(C)C)NN=C(c2ccccc2)S1 (stereo not drawn)	6.3
O=C(N=Nc1c(O)n(Cc2ccccc2)c2ccccc12)c1ccc2ccccc2n1	-5.1
CN(C)N1C(=O)c2ccc3c4c(ccc(c24)C1=O)CC3	4.5
CC(C)(C)NC(=S)NC12CC3CC(CC(C3)C1)C2	0.8
Cc1ccc(N2C(=O)CC(N3CCN(c4ccc([N+](=O)[O-])cc4)CC3)C2=O)c(C)c1 (stereo not drawn)	6.7
N/C(Cc1ccc([N+](=O)[O-])cc1)=N\OC(=O)COc1ccc(Br)cc1	-4.1
COc1ccc(C(C)(C#N)CC#N)cc1 (stereo not drawn)	2.1
CCN1CCn2c3c(c4cc(Br)ccc42)CCCC31 (stereo not drawn)	-4.8&-6.4
COc1cc(C)cc2oc(=O)cc(C)c12	6.4
CCOC(=O)c1c(C)sc(Sc2ccc(Br)cc2[N+](=O)[O-])c1OC	0.9
COc1ccccc1-c1c(C(F)(F)F)oc2c(CN3CCC(C)CC3)c(O)ccc2c1=O	4.6
COc1ccc(-c2c(C#N)c(N)nc3c2CCCCC3)cc1OC	5.5
CCCN1CCC(=NNC(=O)c2ccc(O)cc2)CC1	-0.5
C/C(=N\NS(=O)(=O)c1ccccc1)c1ccc(I)cc1	10.8
Cc1ccc[n+](CC(=O)c2ccc(Cl)cc2)c1C	-1.6
CC(=O)C1=C(Nc2ccc(Br)cc2)CC(C)(O)C(C(C)=O)C1c1ccc(Cl)cc1 (stereo not drawn)	11.0
O=C(O)c1ccc(/C=N/N2CCN(Cc3ccc(Cl)cc3)CC2)cc1	-4.5
CCOC(=O)c1ccc(NS(=O)(=O)c2cc(-c3nnnn3C)ccc2OC)cc1	1.7
CCOc1cc(/C=C2\C(=O)N(c3ccc(S(N)(=O)=O)cc3)N=C2C)ccc1O	4.2
COc1cc(OC)c(OC)cc1CN1CCN(C2C3CC4CC(C3)CC2C4)CC1 (stereo not drawn)	-1.2
Cc1cc2c(cc1C)NC(=O)CC(C(F)(F)F)=N2	2.5
CS(=O)(=O)N(Cc1ccc(C(=O)NCCSCc2ccccc2Cl)cc1)c1ccccc1	6.0
CCCCSc1nc2cc(C)ccc2n1C	11.0
O=C(O)c1cccc(NC(=O)c2cc(S(=O)(=O)NCc3ccccc3)ccc2Cl)c1	16.0
CN(C)c1ccc(/C=C(\NC(=O)c2ccccc2)C(=O)NCc2ccncc2)cc1	-1.3
COC(=O)c1ccccc1NC(=O)c1cc2nc(-c3cccs3)cc(C(F)(F)F)n2n1	8.5
COc1cc(Br)c(/C=C2/C(=O)N(c3ccc(C)cc3)N=C2C)cc1OC	0.9
O=C(NC1CCS(=O)(=O)C1)C12CC3CC(CC(C3)C1)C2 (stereo not drawn)	13.1
O=C(Oc1ccc(Br)cc1/C=N/NC(=O)c1ccccn1)c1ccc(Br)cc1	14.9
O=C(COc1ccc(Cl)cc1Br)N/N=C/c1cccc(OC(=O)c2cccs2)c1	1.2
CCCCOc1ccc2c(C)c(CC)c(=O)oc2c1C	3.8
COC(=O)c1ccc(-c2ccc(C=C3C(=O)N(C)C(=O)N(C)C3=O)o2)cc1	2.6
CCOc1cc(C=O)cc(Br)c1OCc1ccccc1Cl	7.2
COC(=O)c1ccc(Cl)c(NC(=O)C(C)NC(=O)C(c2ccccc2)c2ccccc2)c1 (stereo not drawn)	2.4
O=C(N/N=C/C1CC=CCC1)c1cc(Br)ccc1O (stereo not drawn)	-1.9
CCOc1ccccc1NC(=O)CN(c1ccc(OC)c(Cl)c1)S(C)(=O)=O	1.8
O=C1c2ccccc2C(=O)c2c(NCCO)ccc(NCCO)c21	6.8
O=C(NCC1CCS(=O)(=O)C1)OC1CCCCC1 (stereo not drawn)	3.0
O=C(c1ccccc1Cl)c1coc2ccc(Cl)cc2c1=O	-2.1
CC(=O)Oc1ccccc1/C=C1\C=C(c2ccc(Cl)cc2)OC1=O	9.6
COc1ccc(C(=O)N2CCN(Cc3ccccc3)CC2)cc1[N+](=O)[O-]	13.8
O=C1c2cccc3cccc(c23)C(=O)N1CCCCO	1.9
Cc1ccnc(NS(=O)(=O)c2ccc(NS(=O)(=O)c3ccc([N+](=O)[O-])cc3)cc2)n1	-6.1
CC1(C)CC(NC(=O)c2cccc(Cl)c2)CC(C)(C)N1	0.2
CN1C(=O)N(C)C2(c3ccccc3)N(C)C(=O)N(C)C12c1ccccc1 (stereo not drawn)	1.0
CCCSc1nnc(NC(=O)Nc2ccc(Cl)cc2)s1	4.8
O=c1c2ccccc2[nH]c(=S)n1Cc1ccccc1	7.2
O=C(Nc1ccc(Cl)c(-c2nc3c(ccc4ccccc43)o2)c1)c1ccccc1[N+](=O)[O-]	-2.4
CCc1ccc(/C=C2/SC(=S)N(CCC(=O)O)C2=O)cc1	4.2
COc1cc(/C=N\Nc2cc(N(C)C)nc(N(C)C)n2)ccc1O	-1.8
Cc1ccccc1C(=O)Nc1nc2ccc(Br)cc2s1	8.9
O=S(=O)(c1ccc(Cl)c(Cl)c1)N1CCN(Cc2ccccc2)CC1	9.1
COCCOC(=O)C1=C(C)NC(=O)NC1c1ccc(N(C)C)cc1 (stereo not drawn)	5.4
More records follow.
SMILES	ER stress death
O=C(COc1ccccc1)Nc1cc(C(=O)O)cc(C(=O)O)c1	17.2
COc1cc(SC)ccc1C(=O)N1CCCC(C)C1 (stereo not drawn)	4.6
O=C(NC(=S)Nc1ccc(N2CCOCC2)c(Cl)c1)c1ccco1	1.1
CCc1cc(=O)oc2cc(OCC(=O)O)ccc12	7.2
CCc1nc2c(c(=O)[nH]1)C1(CCCC1)Cc1ccccc1-2	9.3
COc1ccccc1OCC(=O)n1nc(C)cc1C	10.2
COc1ccc(S(=O)(=O)N(CC(=O)N2CCCC2)c2ccc(C)cc2)cc1OC	3.9
CN(C)c1ccc(/C=C2\SC(=S)NC2=O)cc1Br	6.6
COc1ccc(N2C(=O)CC(Nc3ccc(Cl)cc3)C2=O)cc1 (stereo not drawn)	-3.0
COc1ccc(C(=O)Nc2ccccc2SC)cc1	-2.2
COc1ccc(OC)c(S(=O)(=O)n2nnc3ccccc32)c1	3.0
CCN(CC)CC(=O)c1ccc(-c2ccccc2)cc1	-8.4

Grouped by structure: the entries above with an NH in an aromatic ring.
SMILES	ER stress death
Cc1cc(C)c(C(=O)/C(=C/c2ccccc2)c2ccccc2)c(=O)[nH]1	7.2
CCOC(=O)CCc1c(C)nc2cc(-c3ccc(I)cc3)[nH]n2c1=O	3.4
O=c1c2ccccc2[nH]c(=S)n1Cc1ccccc1	7.2
CCc1nc2c(c(=O)[nH]1)C1(CCCC1)Cc1ccccc1-2	9.3

(list continues)
SMILES	ER stress death
Cc1nn2c(C(F)(F)F)cc(-c3ccc(Cl)cc3)nc2c1C(=O)NCc1ccco1	1.2
O=C(Nc1ccc(Cl)cn1)c1ccc(OCc2ccccc2)cc1	4.0
O=C(c1ccc2nc3c4ccccc4c4ccccc4c3nc2c1)N1CCOCC1	6.4
O=C(Nc1ccc(-c2nc3ccccc3s2)c(O)c1)c1ccc(Cl)cc1Cl	8.7
CCCCCC(=C/c1ccccc1)/C=N/NC(N)=O	2.6
O=C1CSC(c2cn(-c3ccccc3)nc2-c2ccccc2)N1Cc1ccc(Cl)cc1 (stereo not drawn)	0.3
COc1ccc(O)c(-c2cc(-c3ccc(Br)cc3)n[nH]2)c1	-4.7
O=C(O)C1Nc2c(C(=O)N3CCCC3)cccc2C2C=CCC12 (stereo not drawn)	0.4
COc1ccc(/C=C(\C#N)C(=O)NCC2CCCO2)cc1 (stereo not drawn)	6.9
COC(=O)C1=C(C(=O)OC)SC(=C2C(=S)C(C)(C)N(C(=O)C(F)(F)F)c3cc(C)ccc32)S1	8.1
Cc1cc(C(C)(C)C)nc2[nH]n(-c3ccccc3)c(=O)c12	1.8
CN1CCN(NC(=O)c2ccc(C(C)(C)C)cc2)CC1	-1.3

Ordered by count of non-hydrogen atoms (low to high): 3 of the compounds above
SMILES	ER stress death
COc1ccc(/C=C(\C#N)C(=O)NCC2CCCO2)cc1 (stereo not drawn)	6.9
O=C(Nc1ccc(Cl)cn1)c1ccc(OCc2ccccc2)cc1	4.0
Cc1nn2c(C(F)(F)F)cc(-c3ccc(Cl)cc3)nc2c1C(=O)NCc1ccco1	1.2

Remaining list, next part.
SMILES	ER stress death
O=C(Nc1ccncc1)c1ccc(NC(=O)c2ccco2)cc1	9.4
NC(=O)c1ccccc1NC(=O)c1cc([N+](=O)[O-])ccc1Cl	-9.0
CCCOc1ccc(/C=C2\C(=O)NN(c3ccccc3)C2=O)cc1OC	4.3
OC(COc1cccc(Cl)c1)Cn1cnc2ccccc21 (stereo not drawn)	-1.7
CCOc1ccc(/C=C2\C(=O)NC(=O)N(c3ccc(Cl)cc3)C2=O)c(OCC)c1	5.2
O=C1/C(=C/c2cn(-c3ccccc3)nc2-c2ccco2)SC(=S)N1C1CCS(=O)(=O)C1 (stereo not drawn)	-2.8
CSc1ccc(C2Nc3ccc4ccccc4c3C3=C2C(=O)CC(C)(C)C3)cc1 (stereo not drawn)	5.3
CN(C)CCC(=O)c1ccc(O)cc1	-14.4
COc1ccc(C2Nc3ccccc3C(=O)N2Cc2ccccc2)cc1Cn1nc(C)c([N+](=O)[O-])c1C (stereo not drawn)	3.4
CC1=C(C(=O)OCC(C)C)C(c2ccc([N+](=O)[O-])cc2)NC(=O)N1 (stereo not drawn)	-1.4
COc1ccc(C(=O)c2ccc(Cl)cc2)c2ccccc12	-0.9
O=C(NNC(=S)Nc1ccccc1)c1cc(-c2ccccc2)nc2ccccc12	-1.7
CC(C)(C)C(=O)CC(O)(c1ccccc1)C(F)(F)C(F)F (stereo not drawn)	-2.7
Cc1cc(Cl)ccc1OC(C)C(=O)Nc1ccc(Cl)c([N+](=O)[O-])c1 (stereo not drawn)	-1.9
CN(N)c1nc(N2CCCC2)nc(N2CCCC2)n1	5.9
Cc1cc(C)n(-c2cc(N/N=C\c3ccc(N(C)C)cc3)nc(C)n2)n1	1.2
COc1ccc(/C=C(\NC(=O)c2ccccc2)C(=O)N/N=C/c2ccncc2)cc1	4.3
CN(C)c1cc(NC(=O)CNC(C)(C)CC(C)(C)C)c2ccccc2n1	-2.2
O=C(O)CC(Cc1ccc(Br)cc1)C(=O)O (stereo not drawn)	1.2
COc1ccccc1CNC(=O)C/C(C)=N/NC(=O)C(=O)NC(C)C	9.4
COc1ccc(S(=O)(=O)N2CCN(CCN3C(=O)c4cccc5cccc(c45)C3=O)CC2)cc1[N+](=O)[O-]	6.4
COc1ccc(N2C(=O)CC(Cc3ccc(Cl)cc3)C2=O)cc1 (stereo not drawn)	0.9
Cc1ccc(NS(=O)(=O)c2cccc([N+](=O)[O-])c2)cc1Cl	0.2
COC(=O)c1ccc(NC(=O)c2ccoc2C)cc1	1.3
O=C(Nc1ccc2c(c1)OCO2)c1nn2c(c1Cl)NC(c1cccs1)CC2C(F)(F)F (stereo not drawn)	3.3

Not all compounds are listed; the hit share may differ from the screen's.
